# Rab7 wt GTP bind – modulators of GTP binding to dog Rab7 wildtype GTPase | GST-Rab7 beads, fluorescent GTP binding, flow cytometry; actives lie on both sides; untreated = 100%, excess cold GTP = 0% | GTP binding activity (percent of control), % at 10 µM | actives 0.055% (n = 190,000);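 active = fluorescent GTP binding to Rab7 beads changed by at least 20 points from the 100% baseline, either direction, mostly lower; inconclusive = compound itself probably fluorescent, or too few beads counted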;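 also: median green fluorescence of bound Bodipy-FL-GTP per Rab7 bead population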
# ABCB1 inh – blocks JC-1 efflux by human ABCB1 transporter; actives 0.067% (n = 190,000); inhibition, % at 6.6 µM; CCRF-Adr cells, flow cytometry; P08183; in the data active = inhibition above about 40%;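 also: 0% = vehicle and 100% = reference inhibitor; higher value means more JC-1 retained so stronger ABCB1 efflux block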
# GSH bead fluor – GSH bead compound fluorescence profile; GSH beads flow cytometry, compound fluorescence 488/530 nm; active compounds read high; fluorescence (KMESF) at 10 µM; actives 0.25% (n = 190,000); AID 1776; in the data active = fluorescence above about 89;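 also: glutathione beads carrying GST-tagged Bcl family fusion proteins plus one bare bead set; values are compound well signal with DMSO vehicle wells as background; inactives centre near 16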
# HRas wt GTP bind – human HRas wildtype GTP binding, change in either direction; P01112; GST-Ras wt beads, Bodipy-FL-GTP binding, flow cytometry; actives lie on both sides; GTP binding activity, % at 10 µM; actives 0.14% (n = 190,000); AID 759;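 active = GTP binding activity at least 20% away from the 100% baseline, either lowered as inhibitor or raised as activator; inconclusive = flagged as likely green fluorescent, judged across all proteins in the well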;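 also: 0% = unlabeled GTP competition control and 100% = no-compound control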
# Target sequence (P01112 whole entry, looked up): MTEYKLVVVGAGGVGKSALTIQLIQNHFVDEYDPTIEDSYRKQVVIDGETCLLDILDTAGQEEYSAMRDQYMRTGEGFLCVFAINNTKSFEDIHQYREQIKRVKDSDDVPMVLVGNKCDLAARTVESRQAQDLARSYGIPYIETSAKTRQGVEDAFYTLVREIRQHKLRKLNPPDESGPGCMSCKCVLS
# Pf gametocyte – kills late stage P. falciparum gametocytes; P. falciparum stage V gametocytes, ATP luminescence, 24 h; actives 0.065% (n = 150,000); inhibition, % at 10.9 µM;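 active = inhibition above the mean plus 3 SD of compounds within the control limits, set per campaign, cut at about 38% in these data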;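 also: 0% = DMSO wells and 100% = medium only without gametocytes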
# Rac1 wt modul – alters GTP binding to wildtype human Rac1 | P63000 | GST-Rac1 beads, fluorescent GTP binding, flow cytometry; actives lie on both sides; 0 = cold GTP competed, 100 = untreated | GTP binding activity (% of control), % at 10 µM | actives 0.27% (n = 190,000) | AID 757;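 active = GTP binding activity at least 20 points away from the 100% control level, either lower or higher; inconclusive = compound flagged as likely green fluorescent, judged across all proteins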
# Rac1 act GTP bind – alters GTP binding to activated mutant human Rac1; P63000; percent activity (GTP binding), % at 10 µM; actives 0.11% (n = 190,000); GST-Rac1 activated beads, fluorescent GTP binding, flow cytometry; actives lie on both sides; 100% means binding = to untreated wells;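 active = GTP binding at least 20 percentage points away from the 100% baseline, in either direction, so actives lie on both sides; inconclusive = Compound likely fluorescent itself, or too few beads counted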
# Rab2 wt GTP – changes GTP binding to wildtype dog Rab2A, up or down | GTP binding activity, % at 10 µM | P61105 | GST-Rab2 wt beads, Bodipy-GTP binding, flow cytometry | actives 0.19% (n = 190,000);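 active = GTP binding activity at least 20 points away from 100%, either lowered or raised; inconclusive = signal likely due to the compound's own green fluorescence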;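 also: 0% = beads with excess unlabeled GTP and 100% = no-compound control corrected for plate trend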
# Avidin fluor – avidin bead compound fluorescence profile. AID 1775. Avidin beads, compound fluorescence 488/530 nm, flow cytometry; active compounds read high. fluorescence (KMESF) at 10 µM. actives 0.38% (n = 220,000); in the data active = fluorescence above about 47; also: inactives centre near 10
# Cdc42 wt – changes GTP binding to wildtype human Cdc42; percent activity (GTP binding), % at 10 µM; actives 0.2% (n = 190,000); P60953; GST-Cdc42 beads, Bodipy-GTP binding, flow cytometry; actives lie on both sides;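 active = percent activity GTP binding at least 20 points away from the 100% baseline, either down as inhibitor or up as activator; inconclusive = compound flagged as likely green fluorescent from well-wide comparison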;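 also: median bead fluorescence of bound Bodipy-FL-GTP at 100 nM; 0% = excess unlabeled GTP control and 100% = no compound control; below 100% means less GTP binding so inhibitor and above means activator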
# Target sequence (P60953 whole entry, looked up): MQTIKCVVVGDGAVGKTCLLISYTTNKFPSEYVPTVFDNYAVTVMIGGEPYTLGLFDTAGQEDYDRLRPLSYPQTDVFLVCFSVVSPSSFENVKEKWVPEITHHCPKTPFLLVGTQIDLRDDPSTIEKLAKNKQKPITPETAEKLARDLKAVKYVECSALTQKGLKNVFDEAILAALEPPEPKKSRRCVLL
# ABCG2 inh – blocks JC-1 efflux by human ABCG2 transporter | inhibition, % at 6.6 µM | IgMXP3 cells, flow cytometry | Q9UNQ0 | actives 0.1% (n = 190,000);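 active = inhibition above 80%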;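 also: 0% = DMSO and 100% = nicardipine control wells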
# Target sequence (Q9UNQ0 whole entry, looked up): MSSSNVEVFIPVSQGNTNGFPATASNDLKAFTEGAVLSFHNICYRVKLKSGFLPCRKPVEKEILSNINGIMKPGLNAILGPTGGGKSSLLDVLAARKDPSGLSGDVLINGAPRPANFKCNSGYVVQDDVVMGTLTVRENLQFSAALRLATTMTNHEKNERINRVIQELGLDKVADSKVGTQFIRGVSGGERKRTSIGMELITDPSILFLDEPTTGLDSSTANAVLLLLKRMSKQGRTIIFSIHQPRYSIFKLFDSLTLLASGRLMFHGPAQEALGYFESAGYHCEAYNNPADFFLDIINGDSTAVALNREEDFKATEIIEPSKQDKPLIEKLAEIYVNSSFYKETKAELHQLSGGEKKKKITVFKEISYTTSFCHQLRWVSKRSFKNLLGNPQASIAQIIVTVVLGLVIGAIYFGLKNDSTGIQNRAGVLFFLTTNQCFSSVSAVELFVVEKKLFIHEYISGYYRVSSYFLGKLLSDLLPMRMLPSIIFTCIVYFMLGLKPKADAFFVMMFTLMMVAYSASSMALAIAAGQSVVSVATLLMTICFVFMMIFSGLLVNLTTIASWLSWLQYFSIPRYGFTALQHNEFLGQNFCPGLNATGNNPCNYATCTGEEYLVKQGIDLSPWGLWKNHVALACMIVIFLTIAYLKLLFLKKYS
#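 Measure – % inhibition of efflux relative to nicardipine and DMSO · Test system – ABCG2 IgMXP3 and barcoded ABCB1 CCRF-Adr cell mix · Control set – nicardipine as high control, DMSO as low control · Compound – one concentration, 6.6 µM final · Signal – flow cytometry of retained JC-1 fluorescence · Timing – 10 min exposure at 25 °C with rotation, no wash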
# Numbers without * were called inactive; ? = inconclusive; nt = not tested or not shown.
# Start of the data: the first three entries, to show the layout:
SMILES,Rab7 wt GTP bind,ABCB1 inh,GSH bead fluor,HRas wt GTP bind,Pf gametocyte,Rac1 wt modul,Rac1 act GTP bind,Rab2 wt GTP,Avidin fluor,Cdc42 wt,ABCG2 inh
CCOc1ccc(N2C(=O)CC(N3CCC(O)(c4ccc(Br)cc4)CC3)C2=O)cc1 (stereo not given),102,0.9,58,102,-17,109,100,101,10,105,5
O=C(Nc1ccc(C(=O)O)cc1)/C(=C\c1cccc([N+](=O)[O-])c1)NC(=O)c1ccc(Br)o1,100,0.2,11,97,nt,98,96,98,12,98,-1
CCOc1ccc(NC2c3ccccc3C(=O)N2c2ccc(Cl)cn2)cc1 (stereo not given),102,0.5,16,101,nt,107,102,102,25,105,5

# All compounds of this part, repeating the preview:
SMILES,Rab7 wt GTP bind,ABCB1 inh,GSH bead fluor,HRas wt GTP bind,Pf gametocyte,Rac1 wt modul,Rac1 act GTP bind,Rab2 wt GTP,Avidin fluor,Cdc42 wt,ABCG2 inh
CCOc1ccc(N2C(=O)CC(N3CCC(O)(c4ccc(Br)cc4)CC3)C2=O)cc1 (stereo not given),102,0.9,58,102,-17,109,100,101,10,105,5
O=C(Nc1ccc(C(=O)O)cc1)/C(=C\c1cccc([N+](=O)[O-])c1)NC(=O)c1ccc(Br)o1,100,0.2,11,97,nt,98,96,98,12,98,-1
CCOc1ccc(NC2c3ccccc3C(=O)N2c2ccc(Cl)cn2)cc1 (stereo not given),102,0.5,16,101,nt,107,102,102,25,105,5
O=C(NC1(C(F)(F)F)N=C2SCCN2C1=O)C1CCCCC1 (stereo not given),99,-0.1,35,101,12,100,99,102,14,100,-3
C#CCn1c(=NC(=O)c2cccs2)sc2cccc(OCC)c21,101,0.8,25,99,nt,98,96,98,7,97,2
Cc1cc(-c2n[nH]c(=S)n2-c2ccc(F)cc2)nn1C,95,-0.4,12,91,-7,95,94,93,11,93,-2
CCC(=O)Nc1cnc(NC(=O)c2cccc(F)c2)cc1C,99,-0.1,18,101,-8,107,97,100,35,102,10
COc1ccc(CCN2C(=O)C3CC(C)=C(C)CC3C2=O)cc1OC (stereo not given),102,-0.1,50,100,-17,101,98,97,7,99,4
COc1ccc(S(=O)(=O)NCC(c2cccnc2)N2CCN(c3ccccc3)CC2)cc1C (stereo not given),95,1.0,58,95,nt,93,91,92,8,95,2
CC(=O)NC(Cc1ccccc1)C(=O)N1CCN(C(=O)c2ccco2)CC1 (stereo not given),100,-0.1,27,99,nt,101,100,99,36,101,0
O=C1N/C(=C/c2cccs2)C(=O)N1Cc1ccccc1F,97,0.7,21,98,3,99,97,97,11,101,1
CN(C)c1ccc(/C=N/n2cnn(Cc3ccccc3Cl)c2=S)cc1,102,0.0,13,96,nt,101,94,96,13,94,8
COc1cc(NC(=S)N2CCCCC2C)cc(OC)c1OC (stereo not given),98,0.1,18,96,nt,101,92,96,6,94,3
Cc1ccc(-c2cc(C(=O)NCc3ccccn3)no2)cc1,94,0.0,29,95,-20,93,93,95,13,97,-1
CN(C)c1ccc(/C=[N+](\[O-])C2SC(=S)N(C)C2(C)C)cc1 (stereo not given),103,0.0,29,103,3,106,101,103,7,103,0
CCN(CC)S(=O)(=O)c1ccc2oc(SCC3CN=C(c4ccc(OC)cc4)S3)nc2c1 (stereo not given),102,0.8,6,104,nt,109,101,101,8,104,2
CCCCOc1ccc(C(CC(=O)NC)C(=O)O)cc1 (stereo not given),101,-0.1,29,103,13,107,101,101,15,104,-3
CCOC(=O)C1(Cc2ccccc2C(F)(F)F)CCN(C2CCSC2)CC1 (stereo not given),99,2.9,12,98,nt,105,100,99,5,99,2
Clc1ccc(-n2ncc3c(NCc4ccccn4)ncnc32)cc1,96,0.1,18,99,-28,103,99,98,23,105,4
O=C(CCc1c[nH]c2ccccc12)Nc1ccc(S(=O)(=O)Nc2ncccn2)cc1,95,-0.8,26,95,9,92,95,94,9,95,-1
Cc1cccc(Nc2ccc([N+](=O)[O-])cc2C(=O)O)c1,98,1.0,12,97,-11,100,102,97,12,99,50
CCCSc1nsc(NC(=O)c2cccnc2OCC)n1,91,-0.5,19,91,4,89,92,95,9,95,0
CCOC(=O)C(C)(C)C(=O)C(C)(C)C(O)c1ccccn1 (stereo not given),101,4.4,30,105,17,104,100,104,18,107,9
CC1=C(C(=O)Nc2ccccc2)C(c2ccc(N(C)C)cc2)NC(=O)N1 (stereo not given),100,3.3,38,101,-35,106,100,101,15,103,44
Cc1cccn2c(CN3CCCC(c4ccccc4)C3)c(C(=O)N3CCOCC3)nc12 (stereo not given),98,1.2,9,99,-11,101,95,96,2,98,1
Cc1ccc(OCc2nnc(SC3CCc4ccccc4C3=O)n2C)cc1 (stereo not given),100,0.5,12,97,18,100,98,97,6,100,1
COc1cccc(N2CCN(CC(=O)C34CC5CC(CC(C5)C3)C4)CC2)c1,99,0.1,37,98,nt,97,98,97,5,97,0
CC(C)N(C(=O)CSc1nc2ccccc2n1Cc1ccccc1F)C(C)C,102,0.5,55,103,-4,105,101,99,6,101,1
CC(OC(=O)c1nsc(Cl)c1Cl)C(=O)NCc1ccc2c(c1)OCO2 (stereo not given),?,-0.3,26,?,-3,?,?,?,8,?,-1
CC(=O)N(c1ccccc1)c1ccc([N+](=O)[O-])cc1[N+](=O)[O-],99,0.4,12,101,-1,106,101,101,13,100,8
COc1cc(CNCc2ccco2)ccc1OCc1ccccc1,100,1.9,29,102,nt,108,99,101,13,103,13
O=C(/C=C/c1ccccc1)NNC(=O)c1cccs1,97,0.1,18,97,-3,99,97,96,10,98,0
COc1ccc2c(c1)[nH]c1c(=O)n(/N=C/c3ccc(OC)c(COc4ccccn4)c3)cnc12,100,0.1,9,96,-15,107,97,96,4,98,-2
O=C(CS(=O)(=O)c1ccccc1)Nc1ccc(Br)cn1,101,0.6,7,101,nt,103,99,97,6,102,3
O=C(COc1ccc(Br)cc1CNCCc1ccccc1)NCc1ccccc1,105,4.3,14,99,11,101,98,99,9,99,-1
Cc1cc(C)n(C(=O)CCCn2cc([N+](=O)[O-])cn2)n1,94,1.4,20,98,25,98,97,97,6,96,6
Cc1cc(C(=O)N/N=C/c2cccc([N+](=O)[O-])c2)c2ccccc2n1,100,0.3,7,98,-7,100,97,96,5,100,6
Cc1c(C=O)c2ccccc2n1CC(=O)NC(C)c1ccccc1 (stereo not given),100,0.0,21,96,4,97,97,98,4,96,0
CC(Oc1ccc(Br)cc1)C(=O)NCc1ccccn1 (stereo not given),102,0.6,11,98,8,99,96,98,21,98,0
Cc1ccc(C)n1C(Cc1ccccc1)C(=O)O (stereo not given),92,-2.0,36,94,nt,93,92,91,9,93,-9
O=[N+]([O-])/C(C(Cl)=C(Cl)Cl)=C(\Sc1ccccc1)N1CCCCC1,101,0.5,14,96,9,95,91,94,12,95,1
Cc1ccc(C(=O)N2CCc3ccccc32)cc1,98,1.0,63,101,nt,103,101,100,7,99,16
Cc1cccc(NC(=O)NC(C)CCc2ccccc2)c1 (stereo not given),100,0.6,15,98,13,99,99,99,3,101,32
Cc1c(N2C(=O)SC(CC(=O)O)C2=O)c(=O)n(-c2ccccc2)n1C (stereo not given),101,0.6,26,104,nt,108,103,103,12,105,6
Cc1ccc(-c2csc(NC(=O)c3ccc(S(=O)(=O)N4CCc5ccccc54)cc3)n2)cc1,100,-0.2,17,102,nt,109,98,103,5,104,0
COc1ccc(-n2c(COc3ccc(Cl)cc3)nnc2SCc2ccc(C#N)cc2)cc1,98,2.4,57,96,nt,90,91,91,12,93,9
CS(=O)(=O)N(CC(=O)Nc1cccc(Cl)c1Cl)c1ccccc1,97,0.1,5,97,-30,99,97,96,7,98,0
Cc1cccc(-n2c(N)cc(=O)nc2SCC(=O)Nc2ccccc2)c1,98,0.8,31,97,nt,97,96,96,10,97,2
O=C(Nc1cc(S(=O)(=O)N2CCOCC2)ccc1N1CCCC1)C1CC1,94,0.2,12,94,nt,96,94,94,13,96,0
CCOC(=O)c1cnc2ncnn2c1N,97,-0.3,18,97,5,96,95,96,8,96,0
O=C(CCCN1C(=O)/C(=C/c2cccs2)SC1=S)Nc1ccc(C(=O)O)cc1,105,0.1,29,97,-36,97,96,99,10,97,0
COc1ccc(Cc2nnc(NC(=O)c3cc(OC)c(OC)c(OC)c3)s2)cc1OC,95,1.1,10,94,nt,96,93,93,15,93,3
CCCOc1ccc(CCC(=O)O)cc1,102,-0.3,14,100,nt,100,99,99,15,102,-1
CN(CC(=O)N1CCCCC1)S(=O)(=O)c1cccc2cccnc12,97,0.4,14,99,nt,104,98,101,25,102,2
O=C1OCCC1Sc1ncnc2sccc12 (stereo not given),104,0.0,9,105,-9,109,101,100,7,103,0
O=C(COC(=O)C1=COCCO1)NC(=O)c1ccc(OC(F)F)cc1,103,0.5,9,96,4,93,93,95,13,92,2
O=C(Cn1c(-c2cscn2)nc2ccccc21)Nc1ccccc1F,102,2.6,14,103,nt,105,102,103,50*,106,6
O=C(c1ccccn1)N1CCN(c2cccc(C(F)(F)F)c2)CC1,102,0.8,11,99,6,102,98,99,10,98,4
O=C(CSc1ccc2nnc(-c3ccccn3)n2n1)N1CCOCC1,100,0.4,21,100,nt,104,100,102,5,104,2
NC(=O)Cc1nc(-c2ccc(Br)cc2)cs1,99,-0.1,12,101,2,102,101,100,14,100,6

# Going on with the list:
SMILES,Rab7 wt GTP bind,ABCB1 inh,GSH bead fluor,HRas wt GTP bind,Pf gametocyte,Rac1 wt modul,Rac1 act GTP bind,Rab2 wt GTP,Avidin fluor,Cdc42 wt,ABCG2 inh
C=CCOCCN(CCOCC=C)C1=NS(=O)(=O)c2ccccc21,103,0.5,16,101,-7,99,96,98,9,99,0
COCCNC(=O)COc1ccccc1C,103,0.2,59,104,-17,109,102,101,11,106,1
Cc1cccc(N(C(=O)c2snc(C(N)=O)c2N)C(C)C(=O)NCC2CCCO2)c1 (stereo not given),98,0.6,10,97,11,95,94,96,9,92,1
CN(C)/N=C/c1cc([N+](=O)[O-])ccc1O,96,1.2,17,101,-1,100,98,97,8,99,5
O=c1c2cc(Br)ccc2[nH]c(=S)n1Cc1ccccn1,97,-0.8,8,99,-31,101,98,93,4,100,-3
COc1ccccc1NC(=O)COC(=O)C1CCN(/C=C/C(=O)C(F)(F)F)CC1,102,0.5,13,102,11,105,99,100,6,100,6
CCSc1cc(N2CCCC2)nc(-c2ccc(C)cc2)n1,98,1.3,9,100,-13,104,99,99,2,102,8
O=C(O)c1cc2c(s1)-c1ccccc1CC2,97,-0.1,9,96,nt,96,94,95,14,95,4
O=C(CN1CCN(S(=O)(=O)c2ccccc2)CC1)Nc1ccc2c(c1)OCO2,94,0.3,26,96,nt,104,97,95,18,100,2

# Bioassay records: PubChem BioAssay, several laboratories

# Outcome played no part in choosing rows; 1.1% or so of the library scored in one or more.
